PGC1a acetyl inh: inhibitors of PGC1a acetylation signal, primary screen, cell-based, U2OS, AlphaScreen, inhibitor mode; AlphaScreen anti-acetyl-lysine; with virally co-expressed GCN5 acetyltransferase; inhibition, % at 15.6 µM; 350,000 tested, 0.17% active;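 active = every replicate shows inhibition of at least 40%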;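 note: 0% = neutral control wells and 100% = positive control wells; some results beyond the cut were filed as inactive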
Casp6 inh: human caspase-6 inhibitors, primary screen, biochemical, VEID-R110 fluorescence, single point, set 2 | inhibition, % at 12.5 µM | purified caspase-6, Z-VEID-R110 cleavage fluorescence | 350,000 tested, 0.53% active | AID 686996, 2013;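 active = mean inhibition across replicates at least about 35%, with every replicate also reaching that limit, limit read from the data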;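 note: 0% = median of neutral control wells and 100% = no fluorescence left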
Target sequence (P55212 24-179 limits assumed): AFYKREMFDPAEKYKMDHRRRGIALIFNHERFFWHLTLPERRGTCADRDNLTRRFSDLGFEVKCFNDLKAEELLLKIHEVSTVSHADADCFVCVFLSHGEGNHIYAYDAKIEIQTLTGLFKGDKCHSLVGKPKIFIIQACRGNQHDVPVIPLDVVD
Target sequence (P55212 194-293 limits assumed): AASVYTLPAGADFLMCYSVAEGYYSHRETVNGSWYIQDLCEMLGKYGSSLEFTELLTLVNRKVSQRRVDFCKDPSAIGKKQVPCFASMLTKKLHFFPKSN
miR122 inh: miR-122 Renilla sensor signal increase in Huh7, primary screen, miR-122 inhibitor project, cell-based, single point, plate reader | Huh7 miR-122 Renilla luciferase sensor, 48 h; neutral wells = 0, positive control = 100 | activation (reporter increase), % at 12.5 µM | 340,000 tested, 0.3% active;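 active = mean replicate activation score at least 90 and every replicate individually at or above 90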;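 note: higher luciferase means less miR-122 activity so hits act as miR-122 inhibitors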
EWS-Fli block: EWS/Fli-driven NR0B1 reporter inhibitors, primary screen, A673 cells, NR0B1 luciferase, luminescence, MLPCN library; viability-normalised; inhibition, % at 12.6 µM; 350,000 tested, 0.67% active;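 active = mean inhibition of at least 50% after viability correction, with every replicate also passing that limit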;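 note: firefly luciferase signal divided by Alamar Blue viability fluorescence both relative to DMSO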
Cneo AK release: Cryptococcus neoformans cell lysis inducers, primary screen, AK release luminescence, single concentration; C. neoformans lysis, adenylate kinase release luminescence, 4 h; normalised: neutral wells 0, clomiphene wells 100; lysis activity, % at 15 µM; 360,000 tested, 0.2% active; AID 651654, 2012;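 active = mean lysis activity across replicates of at least 80%, whatever share of replicates individually reach that level; inactive = mean lysis activity below 80%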
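Signal: Adenylate kinase release luminescence | Assay system: Log-phase Cryptococcus neoformans yeast cells | Input: Cells at 5 × 10^6 per mL | Buffer or medium: Fresh YPD growth medium | Compound: Single dose | Schedule: Static 4 h at 37 °C with compound, 1 h detection | Controls: Clomiphene | Read-out: Luminescence rise reflecting yeast cell lysis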
LGR2 inh: inhibitors of bursicon-induced LGR2 CRE-luciferase signal, primary screen, cell-based, HEK293, CRE-luciferase reporter, bursicon stimulation | AID 720647, 2013 | Drosophila bursicon receptor LGR2 (rickets) | inhibition, % at 9.99 µM | 380,000 tested, 0.35% active | bursicon-stimulated, 4 h;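 active = drop in luminescence signal, shown as inhibition above about 50% in the replicate tests, limit read from the data, passing the limit was not always enough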;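 note: agonist challenge used bursicon conditioned medium at about half maximal strength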
FN deposit inh: inhibitors of fibronectin matrix deposition, primary screen, AH1F cells, Alexa488-fibronectin fluorescence, plate reader. inhibition, % at 12.6 µM. 350,000 tested, 0.086% active. AH1F fibroblasts, overnight;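 active = mean inhibition across replicates of 30% or more, regardless of how many single replicates reach that level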;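 note: positive control wells lacked labelled fibronectin entirely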
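Assay system: AH1F fibroblasts / Quantity: 10000 cells per well / Medium: DMEM plus 2% serum, read in PBS / Reagent: labelled fibronectin 24 nM / Dosing: single dose, pinned / Times: 1 h cell attachment, overnight exposure to compound and label / Signal: fluorescence, ex 485 nm, em 525 nm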
PAX8 inh HTS: inhibitors of PAX8-driven TPO luciferase reporter, primary screen, RMG-I cells, single concentration. 360,000 tested, 1.2% active. SteadyGlo, 24 h. inhibition, % at 12.6 µM;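 active = mean replicate inhibition at least 60% with every replicate also reaching 60%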;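 note: luciferase light reporting Pax8 driven TPO promoter activity; plate controls were median of neutral control wells for no effect and mitoxantrone controls for full effect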
Active calls of the source: *; . = not tested or not shown; [ ] = dose if it differs, or a comment.

SMILES	PGC1a acetyl inh	Casp6 inh	miR122 inh	EWS-Fli block	Cneo AK release	LGR2 inh	FN deposit inh	PAX8 inh HTS
CCC(CC)C(=O)Nc1nnc(CCc2ccccc2)s1	-2	-4	-1	4	-2	1	2	5
C[C@@H]1CCCCO[C@H](CN(C)Cc2ccc(C(F)(F)F)cc2)[C@@H](C)CN([C@@H](C)CO)C(=O)c2cc(NS(C)(=O)=O)ccc2O1	20	.	3[16.7 µM]	9	47	-15	.	17
CCCNC(=O)C[C@@H]1CC[C@H]2[C@H](COc3ccc(NC(=O)c4cccc(OC)c4)cc3C(=O)N2C)O1	-3	0	3[16.7 µM]	-9	-16	-13	-17	0
CC(NC(=O)C1CCN(Cc2ccccc2)CC1)c1cccc2ccccc12 (configuration not stated)	.	-2	-3	-1	1	11	-4	-2
Cc1ccc(NS(=O)(=O)c2ccc(Br)cc2)nc1	6	-3	32	-4	8	7	13	-29
Cc1ccc(C(=O)N(CC(C)C)c2c(N)n(Cc3ccccc3)c(=O)[nH]c2=O)o1	2	3	-2	-1	.	-10	.	0
COc1ccc(CCNC(=O)CSc2c[nH]c3ccccc23)cc1OC	-9	2	10	22	0	-11	7	29
COCC#Cc1cnc2c(c1)C(=O)N([C@@H](C)CO)C[C@H](C)[C@@H](CN(C)C(=O)C1CC1)O2	3	-2	-2[16.7 µM]	3	2	-10	-27	.
COCCn1ccc2c(OCC(=O)Nc3ccccc3OC)cccc2c1=O	.	-3	.	3	-1	1	7	29
Cc1ccc(-c2ccccc2[C@@H]2[C@@H](C#N)N(C(=O)NC3CCCC3)[C@H]2CO)cc1	-1	-4	.	1	.	-10	-11	.
Cc1ccc(SCCC(=O)N/N=C/c2cccnc2)cc1	.	-2	.	-2	.	-17	-7	7
CCCCN(CCCC)S(=O)(=O)c1ccc(SCC(=O)OCC)c([N+](=O)[O-])c1	-4	0	8	10	-4	9	.	.
CCN1CCN(c2ccc(S(=O)(=O)N3CCOCC3)cc2NC(=O)CC(C)C)CC1	3	-163	-10	11	1	-16	-4	-4
CN(C(=O)COC(=O)c1ccc2ccccc2n1)C1CCCCC1	4	0	5	5	4	-15	-2	18
CCOc1ccc(S(=O)(=O)NCCC(=O)NCc2ccncc2)cc1	.	-1	-2	-1	2	6	.	11
CCS(=O)(=O)Nc1ccc2c(c1)C(=O)N(C)C[C@H](OC)[C@H](C)CN(CC1CCCC1)[C@H](C)CO2	-5	.	6[16.7 µM]	3	-5	9	-2	-2
C[C@@H]1CN([C@@H](C)CO)C(=O)c2cc(N(C)C)ccc2O[C@@H](C)CCCCO[C@@H]1CN(C)S(C)(=O)=O	8	5	-4[16.7 µM]	3	0	-1	.	-20
COCC(=O)N1CC(=O)N2[C@H](CO)[C@H](c3ccc(-c4cccnc4)cc3)[C@@H]2C1	-5	0	.	3	.	-8	.	.
Cc1c(C(=O)N2CCOCC2)sc(NC(=O)c2ccc([N+](=O)[O-])cc2)c1C#N	.	-5	.	0	-2	-2	-1	4
CCn1ncc(/C=C/C(=O)Nc2c(C)nn(Cc3ccc(Cl)cc3Cl)c2C)c1C	2	.	.	.	1	-12	-1	.
CC(CCc1ccccc1)NC(=O)c1ccccc1C(=O)O (configuration not stated)	14	-1	-2	5	1	15	2	5
CC=Cc1ccc2n(c1=O)C[C@H]1[C@H](CO)[C@@H](C(=O)NCCN3CCCC3)N(C(=O)NC(C)C)[C@@H]21 (mixture of isomers)	.	-73	.	-3	-3	5	.	.
O=C(N/N=C/c1ccccc1)c1cc(-c2ccc3c(c2)OCO3)n[nH]1	3	2	0	-5	3	3	0	-10
C[C@H]1CN([C@@H](C)CO)C(=O)c2cccc(NC(=O)Nc3ccc4c(c3)OCO4)c2O[C@@H]1CN(C)C(=O)Nc1ccc2c(c1)OCO2	4	3	3[16.7 µM]	-7	29	5	.	-16
Cc1nc(N/N=C/c2ccc(O)cc2O)cc(N2CCOCC2)n1	12	-2	-3	8	-3	-1	-12	36

Single values from the list.
COc1ccc(CCNC(=O)CSc2c[nH]c3ccccc23)cc1OC @ Casp6 inh = 2
CCCNC(=O)C[C@@H]1CC[C@H]2[C@H](COc3ccc(NC(=O)c4cccc(OC)c4)cc3C(=O)N2C)O1 @ miR122 inh = 3[16.7 µM]
CN(C(=O)COC(=O)c1ccc2ccccc2n1)C1CCCCC1 @ Cneo AK release = 4
Cc1ccc(-c2ccccc2[C@@H]2[C@@H](C#N)N(C(=O)NC3CCCC3)[C@H]2CO)cc1 @ PGC1a acetyl inh = -1

Continued:
SMILES	PGC1a acetyl inh	Casp6 inh	miR122 inh	EWS-Fli block	Cneo AK release	LGR2 inh	FN deposit inh	PAX8 inh HTS
NC(=O)NC(=O)COC(=O)CNS(=O)(=O)c1ccc(F)c(F)c1F	-7	-1	-2	6	-2	1	-18	0
CC(Oc1ccc(F)cc1)c1nnc(SCC(=O)N(c2ccccc2)C2CCS(=O)(=O)C2)o1 (configuration not stated)	.	2	-10	12	4	3	-1	4
COc1ccccc1-c1c(C)oc2c(CN3CCCC(C)C3)c(O)ccc2c1=O (configuration not stated)	-2	-3	-3	-4	-1	13	-1	-3
C[C@H](CO)N1C[C@H](C)[C@@H](CN(C)C(=O)CCCN(C)C)OCCCC[C@H](C)Oc2ccc(NC(=O)Nc3ccc4c(c3)OCO4)cc2C1=O	10	.	-3[16.7 µM]	-11	3	31	2	-5
C[C@@H](NC(=O)C[C@@H]1C[C@@H]2c3cc(NC(=O)C4CCOCC4)ccc3O[C@@H]2[C@@H](CO)O1)c1ccccc1	3	0	0[16.7 µM]	1	2	-3	.	-1
CCC1=C(OC(=O)N(CC)CC)N2C(=O)OC(=NCc3ccccc3)[C@]2(C)[C@H]2C1=CC[C@H]1C(=O)N(CC)C(=O)[C@H]12	-2	9	5	6	-1	-5	3	-26
Cc1c(C=Nc2ccc(S(=O)(=O)CCO)cc2)c(O)[nH]c(=O)c1C#N	.	10	-2	12	0	.	-3	-16
COc1cc(/C=N/NC(=O)c2ccncc2)ccc1OC(=O)c1ccccc1Cl	.	0	.	-2	.	-34	-6	6
CCS(=O)(=O)Nc1ccc2c(c1)C(=O)N(C)C[C@H](OC)[C@H](C)CN(C(=O)CN(C)C)[C@H](C)CO2	6	2	-1[16.7 µM]	2	-8	15	-12	.
Cc1cccc(C)c1NC(=O)CN(c1ccccn1)S(=O)(=O)c1ccc(F)cc1	.	-1	.	-8	.	21	.	-7
COc1cc(NC(=S)NCCc2ccc(S(N)(=O)=O)cc2)c(OC)cc1Cl	.	1	-4	-3	.	1	-6	11
COC(=O)C[C@@H]1CC[C@H]2[C@H](COc3ccc(NC(=O)c4ccccc4F)cc3C(=O)N2C)O1	.	-4	.	-9	-7	2	-10	10
COc1ccc(CN2C[C@H](C)[C@@H](OC)CN(C)C(=O)c3ccc(NC(=O)c4nc5ccccc5s4)cc3OC[C@H]2C)cc1	-21	-2	.	18	1	1	3	60
CC(C)Cn1c(=O)c2ccccc2n2c(CCC(=O)O)nnc12	6	-2	-12	-3	-2	-15	-5	-23
Cc1ccc(CN2CC(C(=O)Nc3ccncc3)CC2=O)cc1 (configuration not stated)	.	-1	3	-15	5	5	14	8
C[C@H](CO)N1C[C@H](C)[C@@H](CN(C)Cc2ccc(C(=O)O)cc2)Oc2ccc(NC(=O)NC3CCCCC3)cc2C1=O	-7	-1	1[16.7 µM]	-199	0	29	.	-7
C[C@@H]1CCCCO[C@@H](CN(C)Cc2ccc3c(c2)OCO3)[C@H](C)CN([C@@H](C)CO)C(=O)c2cc(NC(=O)c3ccccc3)ccc2O1	-21	4	-2[16.7 µM]	11	0	-15	.	-1
C[C@@H]1CN([C@H](C)CO)S(=O)(=O)c2ccc(C#CC3CCCC3)cc2O[C@H]1CN(C)C(=O)C1CC1	10	0	29[16.7 µM]	16	10	15	.	.
CCOC(=O)C1=NNC(C(=O)OCC)C1c1ccccc1 (configuration not stated)	.	-3	.	-1	.	-2	3	.
CC(C)(C)c1ccc(C(=O)NC(=S)NCC2CCCO2)cc1 (configuration not stated)	.	0	.	-43	.	-22	4	-21
CCc1noc(C)c1C(=O)OCC(=O)Nc1ncc(Cl)cc1Cl	.	-1	5	10	1	8	-2	21
Cc1cc(NC(=O)c2cccc(S(=O)(=O)N3CCOCC3)c2)no1	-3	.	6	.	5	.	4	-12
O=C(CCN1CCN(CC(=O)Nc2ccccc2Cl)CC1)Nc1ccccc1F	1	.	1	.	-3	18	.	.
CC(NS(=O)(=O)c1ccccc1)C(=O)NCc1ccco1 (configuration not stated)	-6	.	3	1	2	0	.	.
O=C(Nc1cccc([N+](=O)[O-])c1)c1cnccn1	.	6	-2	7	-1	-24	-5	.

3 compounds out of the list above, arranged by the number in Casp6 inh, rising:
mol	PGC1a acetyl inh	Casp6 inh	miR122 inh	LGR2 inh
Cc1cccc(C)c1NC(=O)CN(c1ccccn1)S(=O)(=O)c1ccc(F)cc1	.	-1	.	21
COc1cc(/C=N/NC(=O)c2ccncc2)ccc1OC(=O)c1ccccc1Cl	.	0	.	-34
O=C(Nc1cccc([N+](=O)[O-])c1)c1cnccn1	.	6	-2	-24

Molecules above with a Cl atom:
SMILES	PGC1a acetyl inh	Casp6 inh	miR122 inh	EWS-Fli block	Cneo AK release	LGR2 inh	FN deposit inh	PAX8 inh HTS
CCn1ncc(/C=C/C(=O)Nc2c(C)nn(Cc3ccc(Cl)cc3Cl)c2C)c1C	2	.	.	.	1	-12	-1	.
COc1cc(/C=N/NC(=O)c2ccncc2)ccc1OC(=O)c1ccccc1Cl	.	0	.	-2	.	-34	-6	6
COc1cc(NC(=S)NCCc2ccc(S(N)(=O)=O)cc2)c(OC)cc1Cl	.	1	-4	-3	.	1	-6	11
CCc1noc(C)c1C(=O)OCC(=O)Nc1ncc(Cl)cc1Cl	.	-1	5	10	1	8	-2	21
O=C(CCN1CCN(CC(=O)Nc2ccccc2Cl)CC1)Nc1ccccc1F	1	.	1	.	-3	18	.	.

Compound activity: PubChem BioAssay, Broad Institute
